Vif-A3F inh: blocks the Vif interaction with APOBEC3F | Potency, µM (highest dose often 46.1 µM), inactives show top-dose activity, negative = active | 390,000 compounds, 0.2% hits | AID 602313 | HeLa A3F-eYFP + Vif (tagged APOBEC3F with the HIV-1 protein that degrades it), YFP fluorescence increase; note: potency is the fitted concentration of half-maximal effect; % of control where 0% means no effect; nearly all actives have a fitted effect of over 65% in size
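HeLa cells stably expressing A3F-eYFP plus Vif, plated and incubated overnight at 37 deg C, then exposed to compounds overnight at 37 deg C. Blocked degradation read as raised yellow fluorescence (Ex 488/Em 500-530).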
mIDH1 inhibitor: inhibitors of human mutant IDH1 R132H | AID 602179 | 390,000 compounds, 0.093% hits | Potency, µM (series often up to 76.6 µM), inactives show top-dose activity change, negative = inhibition, actives largely listed as inhibitors | O75874 | IDH1-R132H enzyme, NADPH consumption, diaphorase/resazurin fluorescence; note: potency is the fitted concentration of half-maximal effect; % is set by controls: 0 for no effect and ±100 for the full control effect; nearly all actives have a fitted effect of over 65% in size
Target sequence (O75874 whole entry R132H, stated change not applied): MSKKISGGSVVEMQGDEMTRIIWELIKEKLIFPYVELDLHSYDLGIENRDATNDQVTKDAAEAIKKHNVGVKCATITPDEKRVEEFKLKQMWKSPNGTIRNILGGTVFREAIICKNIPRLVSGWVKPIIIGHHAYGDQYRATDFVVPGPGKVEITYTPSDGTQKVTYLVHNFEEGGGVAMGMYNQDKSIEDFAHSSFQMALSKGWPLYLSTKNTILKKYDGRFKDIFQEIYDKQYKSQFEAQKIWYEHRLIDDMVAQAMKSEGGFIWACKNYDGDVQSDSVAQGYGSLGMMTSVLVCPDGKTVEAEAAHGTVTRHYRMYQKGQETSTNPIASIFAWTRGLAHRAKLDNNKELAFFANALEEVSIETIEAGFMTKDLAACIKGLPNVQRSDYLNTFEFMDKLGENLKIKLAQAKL
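IDH1-R132H (0.5 ug/mL) preincubated 30 min with compound, then NADPH (0.016 mM) and alpha-KG (2 mM) added; 80 min at RT, pH 7.5. Remaining NADPH coupled via diaphorase/resazurin to fluorescence (540/590 nm); concentration-response curves normalized to no-enzyme control.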
RGS4 inhibitor: human RGS4 inhibition | P49798 | Transcreener GDP fluorescence polarization, RGS4-accelerated GTP hydrolysis | Potency, µM (highest dose often 114 µM), for inactives: at the highest dose activity change, negative = inhibition, usual class: inhibitors | 390,000 compounds, 0.039% hits; note: potency is the fitted concentration of half-maximal effect; % is set by controls: 0 for no effect and ±100 for the full control effect; nearly all actives have a fitted effect of over 75% in size; some results filed as inactive show a strong effect at the top dose
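MLSMR compounds (23 nl, pin-transferred) preincubated 10 min at room temperature with a 500nM (2x) first reagent, then RGS4 at 900nM (2x) plus Transcreener GDP mix added; fluorescence polarization (620/688 nm) read before and after 90 min at 30 °C.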
TrxR1 substrate: rat thioredoxin reductase 1 substrate activity; O89049; AID 588456; Potency, µM (highest dose often 114 µM), for inactives: at the top dose activity change, negative = substrate turnover; purified TrxR1 substrate turnover, NADPH consumption readout; 390,000 compounds, 0.01% hits; note: potency is the fitted concentration of half-maximal effect; % is set by controls: 0 for no effect and ±100 for the full control effect; nearly all actives have a fitted effect of over 50% in size
Target sequence (O89049 whole entry, looked up): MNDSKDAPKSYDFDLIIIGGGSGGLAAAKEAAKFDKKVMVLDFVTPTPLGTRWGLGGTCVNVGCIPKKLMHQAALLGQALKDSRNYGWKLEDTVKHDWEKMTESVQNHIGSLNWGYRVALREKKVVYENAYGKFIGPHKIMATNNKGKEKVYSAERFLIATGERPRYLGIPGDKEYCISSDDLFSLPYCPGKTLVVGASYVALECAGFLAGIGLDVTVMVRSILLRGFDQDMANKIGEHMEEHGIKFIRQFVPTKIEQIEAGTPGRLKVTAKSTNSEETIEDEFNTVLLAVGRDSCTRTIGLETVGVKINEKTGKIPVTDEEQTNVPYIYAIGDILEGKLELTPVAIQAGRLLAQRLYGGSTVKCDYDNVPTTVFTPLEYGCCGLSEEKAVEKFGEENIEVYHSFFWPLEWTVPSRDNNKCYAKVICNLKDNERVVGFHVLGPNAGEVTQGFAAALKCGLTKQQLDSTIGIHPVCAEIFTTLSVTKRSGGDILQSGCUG
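Rat TrxR1, dispensed at 90 nM, was prereduced with 400 uM NADPH (final) for 5 min at ~22 deg C, then incubated with compound 15 min before 400 uM selenite. A first-read NADPH fluorescence drop versus no-compound background flagged substrates.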
USP1-UAF1 inh: inhibitors of human USP1/UAF1 deubiquitinase; O94782; recombinant USP1/UAF1, Ub-Rhodamine cleavage fluorescence; Potency, µM (doses to about 57.1 µM), for inactives: top-dose activity change, negative = inhibition, most hits filed as inhibitors; 390,000 compounds, 0.23% hits; AID 743255; note: potency is the fitted concentration of half-maximal effect; % is set by controls: 0 for no effect and ±100 for the full control effect; nearly all actives have a fitted effect of over 60% in size; inactives centre near -12
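High-throughput fluorogenic screen: 1nM USP1/UAF1 complex, Ub-Rho substrate 150nM final, 50mM HEPES pH 7.8 with 0.5mM EDTA, 0.1 mg/ml BSA, 1mM TCEP and 0.01% Tween-20.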
rTrxR1 inhibitor: blocks rat thioredoxin reductase 1. O89049. recombinant rTrxR1, NADPH fluorescence consumption, selenite substrate. Potency, µM (doses to about 114 µM), inactives show at the highest dose activity change, negative = inhibition, hits mostly inhibitors. 390,000 compounds, 1% hits; note: potency is the fitted concentration of half-maximal effect; % is set by controls: 0 for no effect and ±100 for the full control effect; nearly all actives have a fitted effect of over 65% in size
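Rat TrxR1 (90 nM in the dispensed reagent) was pre-reduced with 400 uM NADPH for 5 min at room temperature, then incubated with compound for 15 min. After 400 uM selenite was added, NADPH fluorescence (Ex 340/Em 450 nm) was followed for 8 min.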
Glioma ERSR ind: inducers of ER stress response in human glioma cells. U87-MG GRP78 promoter luciferase reporter, 16 h. 420,000 compounds, 0.02% hits. Potency, µM, without a hit: at the top dose activation, most hits filed as activators; note: potency is the fitted concentration of half-maximal effect; series mostly up to about 76 µM; % of control where 0% means no effect; nearly all actives have a fitted effect of over 35% in size
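ERSR induction read as luciferase luminescence (Bright-Glo, 10 min at room temperature) in stably transfected human U87-MG glioma cells exposed to compounds for 16 h, using GRP78 as sensor.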
Vif-A3G inh: Vif-A3G binding inhibition. HeLa A3G-eYFP + Vif (tagged APOBEC3G with the HIV-1 protein that degrades it), YFP fluorescence, overnight. Q9HC16. 410,000 compounds, 0.076% hits. Potency, µM (titrated, usually from 46.1 µM), without a hit: at the highest dose activity, negative = active, usual class: inhibitors;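 note: potency is the fitted concentration of half-maximal effect; % is set by controls: 0 for no effect and ±100 for the full control effect; nearly all actives have a fitted effect of over 60% in size; hits raise eYFP signal because A3G escapes Vif-driven loss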
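HeLa cells stably expressing Vif and C-terminally eYFP-tagged A3G, seeded overnight at 37 deg C, then exposed to compound by pintool overnight at 37 deg C. Rise in yellow fluorescence (Ex 488/Em 500-530, Acumen) marks blocked Vif-driven A3G degradation.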
LDHA block: blocks human lactate dehydrogenase A; purified LDHA, NADH/diaphorase-resazurin fluorescence; active compounds read low; activity change, % (values are at about 110 or 230 µM); 480,000 compounds, 0.15% hits; in the data active = activity change below about -30%; inconclusive = mostly about -25% to -30%;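 note: plate controls were DMSO wells for no effect and wells without enzyme for full effect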
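Human LDH5 (2 nM) was incubated with 0.06 mM NADH and 0.2 mM pyruvate for 5 min at room temperature in Tris pH 7.4. Remaining NADH was coupled through diaphorase/resazurin, and resorufin fluorescence was read at 0 and 20 min.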
* marks the source's active call; other numbers are inactive results; ? = inconclusive; . = no result given; & = joins results of further samples; [ ] = dose if it differs, or a comment. Unless noted, calls come from the whole dose curve; as a rule, active = well fitted curve in the direction sought with a large enough effect; inconclusive = small, poorly fitted or top-dose-only effect, or another doubt; inactive = no such curve, though single readings can be large; an effect the other way counts as inactive or inconclusive. This is a subset; rates above refer to the full screens.

SMILES	Vif-A3F inh	mIDH1 inhibitor	RGS4 inhibitor	TrxR1 substrate	USP1-UAF1 inh	rTrxR1 inhibitor	Glioma ERSR ind	Vif-A3G inh	LDHA block
CCCCCn1c(SCc2ccncc2)nc2cc(C(=O)NCc3ccco3)ccc2c1=O	2%	6%	-42%	5%	-20%	-3%	1%	1%	8
C#CC[N+](CC)(CC)CC#Cc1ccccc1	6%	7%	4%	2%[57.1 µM]	-7%	11%[57.1 µM]	-2%	0%	1&-4
COc1cccc(Nc2nc(-c3ccccc3O)nc3ccccc23)c1	2%	-6%	39%	-3%	-5%	6%	-2%	0%	2&-9
O=C(O)CN1C(=O)/C(=C/c2ccsc2)SC1=S	0%	-4%	-29%	-9%[57.1 µM]	-24%	-14%[57.1 µM]	3%	0%	-5
CCCCOC(=O)c1ccc(NC(=O)/C(C#N)=C/c2ccc(C)o2)cc1	-11%	-5%	-8%	5%	?	1%	-2%	1%	-13
CC(C)Cn1c(N)c(C(=O)CSc2nnc(-c3ccco3)n2C)c(=O)n(C)c1=O	-3%	5%	-9%	0%	-20%	-16%	0%	-2%	1
COc1ccc(NC(=O)c2cc(CN3C(=O)c4ccccc4C3=O)ccc2OC)cn1	2%	10%	16%[11.4 µM]	9%[57.1 µM]	-12%	1%	-10%	?	7
O=C(O)Cn1ccnc1[N+](=O)[O-]	-5%	10%	.	.	-19%	.	-7%	1%	3
O=c1[nH]c2ccc(NC(=S)NCCc3ccccc3)cc2[nH]1	6%	0%	5%[56.9 µM]	8%[57.1 µM]	-3%	8%[57.1 µM]	-2%	1%	1
NS(=O)(=O)c1cc(C(=O)OCC(=O)Nc2ccc(N3CCCCC3)cc2)ccc1Cl	-9%	5%	-11%[56.9 µM]	-2%	?	4%	0%	1%	-2
CCOc1ccc(NC(=O)c2ccc3[nH]c(=O)c(=O)[nH]c3c2)cc1	12%	-2%	5%	-6%	-19%	-7%	1%	1%	-2
CC(C)C[C@@H](CN1CCCC1CN1C(=S)NC[C@@H]1Cc1ccc(O)cc1)N1C[C@H](Cc2ccccc2)N(CC2CCCCCC2)C1=S (stereo partly drawn)	-16%	-3%	21%	-2%	-22%	-2%	6%	-11%	-6
O=C(CN1CCCCC1)Nc1ccc(NC(=O)c2ccccc2Cl)cc1Cl	-10%	4%	-21%	-3%	-5%	0%	1%	-13%	0
CC1=C(C(=O)OC2CCCC2)C(c2coc3ccccc3c2=O)C2=C(CC(C)(C)CC2=O)N1 (stereo not drawn)	2%	-5%	-16%[11.4 µM]	1%	-16%	11%	-5%	3%	0
O=C(CN1C(=O)/C(=C\c2cccs2)SC1=S)Nc1cccc(C(=O)O)c1	16%	-7%	-35%	-4%	-28%	6%	-2%	-4%	-3
Cc1cc(C)c(C)c(OCCN2CC(C)OC(C)C2)c1 (stereo not drawn)	1%	12%	-33%	-1%	-19%	12%	1%	2%	-15
O=C(CSc1nc(-c2ccccc2)cc(=O)[nH]1)Nc1ccccc1	-1%	-9%	21%	9%	-27%	35%	4%	2%	2
C/C(CC(=O)Nc1ccccc1-c1ccccc1)=N\NC(=O)COc1ccc(C)cc1Br	3%	-2%	4%	-7%	-9%	-19%	-5%	2%	-3
C/C(=N\NC(=O)c1ccc(C)cc1C)c1ccc(-n2ccnc2)cc1	-10%	-3%	0%	-1%	-21%	10%	-4%	2%	-5
Nc1ncnc2c1ncn2[C@@H]1O[C@H](CNCc2ccc(-n3cccn3)cc2)[C@@H](O)[C@H]1O	-8%	-1%[38.3 µM]	-13%	7%	-29%	9%	-2%	-5%	0
Cc1ccc(NC(=O)c2cc(-c3ccc(Br)s3)nc3ccccc23)cc1F	-10%	-10%	6%	35%[activator]	-18%	8%	-3%	3%	5
Cc1ccc(OCCC(=O)OCC(=O)N2c3ccccc3CC2C)cc1 (stereo not drawn)	1%	2%	2%	9%	-22%	3%	2%	-3%	-3
O=C(NCCC1=CCCCC1)C(c1ccccc1)c1ccccc1	-8%	3%	-7%	-6%	-6%	-2%	4%	-1%	-4
COc1cc2[nH]c3ccccc3c2cc1C	-20%	5%	9%	0%[57.1 µM]	-6%	-2%[57.1 µM]	-2%	-2%	-12
Cc1ccccc1Cn1cnc2ccccc21	0%	-5%	14%	0%[57.1 µM]	3%	29%[57.1 µM]	-2%	4%	-6
(cont.)
SMILES	Vif-A3F inh	mIDH1 inhibitor	RGS4 inhibitor	TrxR1 substrate	USP1-UAF1 inh	rTrxR1 inhibitor	Glioma ERSR ind	Vif-A3G inh	LDHA block
CCOc1ccc(C(C(=O)NC2CCCCC2)N(C(=O)Cc2cccs2)c2ccc(-n3cnnn3)c(OC)c2)cc1 (stereo not drawn)	-4%	-1%	-31%	-9%	-15%	2%	-4%	-3%	-3
CC(=O)NC12CC3CC(C1)CC(C(=O)N(C)CC(=O)Nc1cccc(F)c1)(C3)C2	1%	-5%	1%	6%	-21%	16%	-5%	11%	-3
O=C(CNC(=O)c1ccc(Br)o1)Nc1ccc(N2CCCCCC2)cc1	-19%	1%	-8%	-7%	-8%	-3%	2%	-5%	0
O=C(O)/C=C\C(=O)Nc1cccc(C(=O)Nc2cccc(O)c2)c1	5%	0%	?	-1%[57.1 µM]	2%	-42%	3%	1%	-5
CC(=O)c1cccc(NC(=O)CN(C2CCCCC2)S(C)(=O)=O)c1	-3%	3%	-18%[11.4 µM]	-6%	-7%	15%[57.1 µM]	-6%	-3%	-4
CC(OC(=O)CCN1C(=O)C2CC=CCC2C1=O)C(=O)Nc1cccc(Cl)c1 (stereo not drawn)	-1%	3%	-2%	-7%	-19%	-10%	-5%	-3%	-1
CC(=O)c1ccc(-c2ccc(C(=O)NCC3CCCO3)o2)cc1 (stereo not drawn)	3%	8%	17%	482%[activator]	-2%	-68%	-1%	-1%	-9
COc1ccc(S(=O)(=O)NCCC(=O)N2CCCN(C)CC2)cc1	0%	-2%	10%	12%	-25%	15%	-5%	-5%	-2
O=S(=O)(c1cccc2nsnc12)N1CCN(c2ccccc2F)CC1	15%	8%	?	-9%	-8%	28%[57.1 µM]	-4%	1%	-5
Cn1c(SCC(=O)NC2CCCCC2)nnc1-c1ccccn1	1%	23%	16%	1%	-15%	14%	1%	2%	-4
O=C(NCC1CCCO1)c1ccccc1 (stereo not drawn)	?	0%	31%	-5%	-8%	-2%	-2%	-2%	-15
CCc1ccc([C@@H]2C[C@H]3CN(Cc4ccccc4OC)C(=O)[C@]34CCCN24)cc1	-18%	8%	24%	6%	-7%	6%	-5%	-4%	4
COc1ccc(CNC(=O)c2cc3c(=O)n(Cc4ccco4)ccc3nc2C)cc1	-4%	2%	-10%	12%[57.1 µM]	6%	11%[57.1 µM]	-2%	-14%	0
CCCS(=O)(=O)NCCc1cc2cc(C)c(C)cc2[nH]c1=O	0%	1%	1%[11.4 µM]	7%[57.1 µM]	0%	3%[57.1 µM]	4%	0%	2
Cc1ccc(CNC(=O)CCCCn2c(=O)c3ccccc3n(Cc3c(C)cc(C)cc3C)c2=O)cc1	-1%	-6%	7%	1%	-17%	4%	-3%	-7%	-4
CC(C)CC(=O)/C(=C\c1ccc(Cl)cc1Cl)n1cncn1	-1%	-2%	?	3%	-26%	8.9µM*	-12%	?	-2
Fc1cccc(-c2nn[nH]n2)c1	-12%	2%	-17%	16%[57.1 µM]	-3%	29%[57.1 µM]	2%	2%	-6
Cc1cccc(Nc2nc(N)nc(CSC(=S)N3CCOCC3)n2)c1	-6%	1%	-10%	-4%	-17%	-2%	8%	-14%	-2
CN(Cc1ccccc1)C(=O)COc1ccc(N(C)S(=O)(=O)c2ccc(F)cc2)cc1	2%	-3%	22%	-6%	0%	-3%	-4%	0%	-8
COC(=O)c1ccc(N2C(=O)CC(N(C)CCc3ccc(OC)c(OC)c3)C2=O)cc1 (stereo not drawn)	-3%	-4%	-7%	-2%	0%	-14%	1%	1%	-3
CCCN(CCC)C(=O)C1CCCN(S(=O)(=O)c2cc(Br)cc3c2N(C(=O)CC)CC3)C1 (stereo not drawn)	0%	2%	8%	-1%	-5%	21%	-4%	6%	-9
O=[N+]([O-])c1cccc(-c2nnc3ccccn23)c1	-7%	4%	-4%	0%	-19%	9%	-3%	1%	-1
N#CCc1nn2c3c(cnc2c1C#N)C(=O)CCC3	3%	-6%	-13%	8%[57.1 µM]	?	25%[57.1 µM]	-3%	-1%	11
